Compound activity as filed in PubChem BioAssay.
ATXN2 expr inh = ATXN2 expression inhibition; Potency, µM (top dose mostly 57 µM), for the others: at the top dose activity change, negative = inhibition, hits mostly inhibitors; HEK-293 ATXN2-luciferase reporter, luminescence, 24 h; AID 1745845; 0.72% of 360,000 active; also: potency is read from the fitted curve at half-maximal effect; % is scaled to controls: 0 for no effect and ±100 for the full control effect; nearly all actives have a fitted effect of over 55% in size
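ATXN2-luciferase reporter cells (luciferase flanked by upstream and downstream ATXN2 gene portions) were treated 24 h at 37 °C with compounds at up to 57 uM. SteadyGlo luminescence gave expression; GF-AFC fluorescence gave viability.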
KB-3-1 tox = KB-3-1 parental cell cytotoxicity; KB-3-1 viability, CellTiter-Glo ATP luminescence, 72 h; Potency, µM (doses to about 46.1 µM), for the others: top-dose activity change, negative = cytotoxic, actives largely listed as cytotoxic; 1.4% of 400,000 active; also: potency is read from the fitted curve at half-maximal effect; % is scaled to controls: 0 for no effect and ±100 for the full control effect; nearly all actives have a fitted effect of over 60% in size
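Parental KB-3-1 adenocarcinoma cells in phenol-red-free DMEM with 10% FBS were pin-treated with compounds at several concentrations, incubated 72 h at 37 °C, and viability read by CellTiter-Glo luminescence; concentration-effect curves were fitted after normalization.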
IL-1B inflam inh = inflammasome signaling inhibition, IL-1 beta readout | THP-1 LPS/ATP IL-1B secretion, AlphaLISA, 16 h; active compounds read low | activity change, % at 57.5 µM | 4.7% of 360,000 active; in the data active = activity change below about -50%; inconclusive = mostly about -30% to -49%; also: % is scaled to controls: 0 for no effect and ±100 for the full control effect
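Secreted IL-1B measured by AlphaLISA bead assay after 16 h compound exposure of THP-1 cells; compounds (final up to 57.5 uM) added 1 h before LPS (250 ng/mL) and ATP (1.25 mM) stimulation; lower signal means less secretion.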
S2 tox = viability counter-screen for ATXN expression inhibitors. S2 cells (HEK-293 line with an ATXN2-luciferase reporter) viability, CellTiter-Fluor protease fluorescence, 24 h. Potency, µM (doses to about 56.7 µM), actives largely listed as cytotoxic. 0.49% of 400,000 active; also: potency is read from the fitted curve at half-maximal effect; nearly all actives have a fitted effect of over 40% in size
HT1080NT lethal = kills 2HG-producing HT-1080-NT fibrosarcoma cells; Potency, µM (titrated, usually from 46.1 µM), for the others: at the top dose activity, negative = less viability, most hits filed as cytotoxic; 1.6% of 360,000 active; AID 686970; HT-1080-NT fibrosarcoma viability, CellTiter-Glo ATP luminescence, 48 h;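 also: NT is the 2HG producing partner of a matched IDH1 knockdown line; potency is read from the fitted curve at half-maximal effect; 0% = DMSO-treated cells and -100% = media-only wells without cells; nearly all actives have a fitted effect of over 55% in size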
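HT-1080-NT fibrosarcoma cells (2HG-overproducing), 750 cells/well in RPMI with 5% FBS, dosed after 2 h and incubated 48 h at 37C. CellTiter-Glo luminescence normalized to DMSO and no-cell wells; concentration-response curves fitted and classed.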
SW480 rereplic = DNA re-replication induction in SW480 cells; Potency, µM (doses to about 46.1 µM), without a hit: at the top dose re-replication activation, most hits filed as activators; 1.8% of 340,000 active; SW480 DNA re-replication, Hoechst DNA content imaging, 48 h; also: potency is read from the fitted curve at half-maximal effect; % of control where 0% means no effect; nearly all actives have a fitted effect of over 55% in size
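Cells (250 per well) received 23 nL compound or DMSO by pin tool and were kept 48 hr at 37 C, 5% CO2. Nuclei were then stained with Hoechst for 40 min and scanned for DNA content.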
HT1080 IDH1KD tx = kills HT-1080 cells with IDH1 knockdown. Potency, µM (top dose mostly 46.1 µM), without a hit: top-dose activity, negative = toxicity, hits mostly cytotoxic. AID 686971. 2% of 360,000 active. HT-1080 IDH1 knockdown viability, ATP luminescence, 48 h;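 also: potency is read from the fitted curve at half-maximal effect; 0% = DMSO wells and -100% = cell-free medium wells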
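Cytotoxicity counter-line: IDH1KD HT-1080, 48 h, CellTiter-Glo. Curves classed by r2, magnitude and activity.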
MCF10A rereplic = inducers of DNA re-replication in MCF 10A breast cells | MCF 10A DNA re-replication, Hoechst nuclear intensity, 48 h | Potency, µM (highest dose often 46.1 µM), without a hit: at the highest dose activity, positive = re-replication, hits mostly activators | 2.9% of 350,000 active; also: potency is read from the fitted curve at half-maximal effect; % of control where 0% means no effect; nearly all actives have a fitted effect of over 50% in size
KB-V1 cytotox = KB-V1 MDR subline cytotoxicity. KB-V1 MDR cells viability, CellTiter-Glo, 72 h. Potency, µM (highest dose often 46.1 µM), without a hit: at the highest dose activity change, negative = cytotoxicity, usual class: cytotoxic. 3.4% of 400,000 active. AID 1347076; also: potency is read from the fitted curve at half-maximal effect; % is scaled to controls: 0 for no effect and ±100 for the full control effect; nearly all actives have a fitted effect of over 60% in size
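Following 72 h at 37 degrees C with compound, KB-V1 cell viability was read by CellTiter-Glo luminescence, medium being phenol-red-free DMEM plus 10% FBS; concentration-response parameters came from normalized, curve-fitted qHTS data.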
The depositor's hits bear a star; i = inactive; u = inconclusive; x = not tested or not shown; [ ] = another dose, or the depositor's remark. Unless noted, calls follow the shape of the dose curve; as a rule, active = well fitted curve in the direction sought with a large enough effect; inconclusive = small, poorly fitted or top-dose-only effect, or another doubt; inactive = no such curve, though single readings can be large; an effect the other way counts as inactive or inconclusive.

SMILES	ATXN2 expr inh	KB-3-1 tox	IL-1B inflam inh	S2 tox	HT1080NT lethal	SW480 rereplic	HT1080 IDH1KD tx	MCF10A rereplic	KB-V1 cytotox
COc1ccccc1-n1nc(C(=O)Nc2ccc3c(c2)OCO3)c2ccccc2c1=O	-2%	-2%	2	i	2%	-2%	-7%[9.24 µM]	25%	-22%
CCc1ccc(N/C(=N/c2nc(C)cc(C)n2)NC(C)=O)cc1	-22%	9%	-20	i	3%	-18%	-2%	-2%	-2%
O=C(COC(=O)C1=COCCO1)Nc1ccccc1Oc1ccccc1	-4%	15%	-1	i	-2%	-3%	12%	-3%	25%
O=C(O)CCC(=O)Nc1ccc2c(c1)Cc1cc(NC(=O)CCC(=O)O)ccc1-2	x	5%	17	u	10%	-10%	8%	1%	0%
Cc1ccc(-n2c(=O)c3ccc(C(=O)NCc4ccco4)cc3n(Cc3cccc(Cl)c3)c2=O)cc1	5%	3%	x	i	x	x	x	x	1%
COc1ccc(CNC(=O)c2ccc3c(c2)CCN3S(=O)(=O)c2ccc(Cl)cc2)cc1	-3%	-13%	x	u	x	x	x	x	-20%
CCn1c(=O)c(C(=O)NCc2ccc(OC)cc2)c(O)c2ccccc21	-5%	-5%	40	i	2%	12%	-9%	3%	-18%
CCOc1cccc(C=Nc2cc(C)cc(C)c2O)c1O	-27%	1%	0	u	-9%	u	-4%	9%	2%
COc1ccccc1-c1n[nH]nc1C1=CC(=O)C[C@H](c2ccc(F)cc2)C1	-22%	-13%	x	i	-3%	x	-6%	x	-30%
O=C(COC(=O)c1ccccc1NCCO)NCc1cccs1	45%[activator]	2%	34	i	3%	-125%[inhibitor]	6%	u	5%
COC(=O)CCC(=O)OC1(C)C(=O)C2=CN(CCCOC(C)C)C(c3ccc(OC)cc3)=CC2=C(Br)C1=O (configuration not stated)	-4%	1%	-1	i	-3%	-3%	-11%	-7%	-3%
O=C(COc1ncnc2cc([N+](=O)[O-])ccc12)NCCc1ccc(Cl)cc1	-19%	18%	0	u	-15%	1%	0%	0%	u
CCCSCCCNC(=O)C1CCCN(C(=O)c2cnn(-c3ccccc3)c2-n2cccc2)C1 (configuration not stated)	-12%	11%	x	i	x	x	x	x	3%
O=C(CCc1nc(-c2ccccc2)c(-c2ccccc2)o1)OCc1ccc(Br)cc1	-7%	0%	3	i	5%	5%	0%	4%	-4%
COC(=O)c1scc(C)c1NC(=O)Nc1ccccc1	-25%	-8%	19	i	10%	-5%	12%	1%	24%
CC(CCc1ccccc1)NC(=O)c1ccco1 (configuration not stated)	0%	0%	1	i	1%	-1%	-1%	2%	2%
COc1ccc(C(=O)Nc2nnc(S(=O)(=O)N3CCN(c4ccc(C)cc4)CC3)s2)cc1	4%	-1%	x	i	x	x	x	x	18%
CCCCOc1ccc(C(C)NC(=O)CCS(=O)(=O)Cc2ccccc2F)cc1 (configuration not stated)	-10%	-5%	22	i	-5%	1%	0%	4%	u
CC(C)C1Nc2ccc(S(N)(=O)=O)cc2C2C=CCC21 (configuration not stated)	-7%	0%	-2	i	-3%	1%	-6%	-4%	-2%
CCCCCC(=O)N1C[C@@H](O)[C@H](n2cc(C3CC3)nn2)C[C@@H]1c1ccc(C)cc1	3%	-5%	11	i	9%	x	3%	x	-7%
N#Cc1cccc(NC(=O)c2cncn2-c2ccccc2)c1	-1%	23%	-18	i	9%	-6%	13%	3%	-6%
CCOC(=O)c1c(C)[nH]c(C(=O)OCC(=O)c2ccc3c(c2)NC(=O)CO3)c1C	-3%	0%	-3	i	-2%	-28%	1%	4%	25%
O=C(Nn1c(=O)[nH]c2ccccc2c1=O)c1ccco1	4%	21%	37	i	-1%	-2%	-1%	-3%	17%
COc1ccc(-c2coc3c(C(=O)NC4CCCCC4)cccc23)c(C)c1	-9%	-5%	-27	i	u	x	u	x	u
COCC1CCN(C(=O)CCc2nnc(C3(c4ccc(Cl)cc4)CCC3)o2)C1 (configuration not stated)	45%[activator]	u	i	i	5%	-24%	-3%	12%	u
CCOC(=O)C1=C(C)c2ccccc2OC1(C)C(=O)OCC (configuration not stated)	5%	0%	42	i	7%	-6%	9%	26%	0%
COC(=O)c1cc2c(s1)CS(=O)C2 (configuration not stated)	-6%	-2%	28	i	-1%	-2%	-2%	-2%	-1%
O=C(CN1C(=O)/C(=C\c2ccco2)SC1=S)Nc1ccc(O)cc1C(=O)O	x	3%	-1	u	1%	-4%	0%	-9%	0%
S=C1NC[C@H](c2ccccc2)N1CC1CCCCC1	-10%	0%	-5	u	-1%	-43%[inhibitor]	7%	u	0%
Cc1ccc(OCC(=O)N(Cc2nc(-c3ccccc3)no2)C(C)C)cc1C	-9%	-17%	x	i	x	x	x	x	-23%
CCOc1ccc(C2c3[nH]c4ccccc4c3CCN2C(=O)Cn2cncn2)cc1 (configuration not stated)	-38%	u	4	i	u	-19%	u	-8%	-2%
CN(C)S(=O)(=O)c1ccc(C(=O)N2CC(=O)Nc3ccc(F)cc3C2c2ccc(F)cc2)cc1 (configuration not stated)	7%	0%	-3	i	0%	-10%	0%	-7%	-3%
CCOc1ccccc1N1CC(C(=O)N(CC)CC(=O)Nc2ccc3c(c2)OCCO3)CC1=O (configuration not stated)	-8%	7%	5	i	2%	2.3µM*	-1%	2%	30%
OCC1CCCCN1C(=S)Nc1cccc(Cl)c1 (configuration not stated)	-13%	-6%	0	i	2%	-18%	14%	-2%	-12%
Cc1ccnc(OC(C(=O)O)C(OCc2ccccc2)(c2ccccc2)c2ccc(C(F)(F)F)cc2)n1 (configuration not stated)	x	-4%	9	u	-15%	-2%	-22%	10%	-8%
Cc1ccc(Nc2nc3nonc3nc2N(C)C)cc1	-10%	10%	13	i	-2%	-3%	-2%	-4%	1%
CCOc1ccc(-n2nc3ccc(NC(=O)COc4ccccc4)cc3n2)cc1	-2%	1%	x	i	x	x	x	x	9%
CCOC(=O)N1CCN(C(=O)CN(C2CCCCC2)S(C)(=O)=O)CC1	3%	-2%	15	i	16%	-1%	17%	4%	-1%
CC(C)(C)C(=O)NC1CCN(C(=O)N2CCCC2)CC1	5%	-6%	-23	u	14%	2%	4%	-1%	16%
Cc1cccc(-n2c(Cn3nc(C)c([N+](=O)[O-])c3C)n[nH]c2=S)c1	0%	7%	22	i	27%	-4%	29%	u	u
Cn1c(=O)c2c(ncn2CC(=O)OCC(=O)c2ccc(OC(F)F)cc2OC(F)F)n(C)c1=O	x	1%	-8	i	14%	x	9%	x	23%
O=C(CC(CC(=O)c1ccccc1)C(=O)O)c1ccccc1	3%	17%	5	i	-11%	0%	-2%	0%	5%
Cc1cc(NC(=O)Cn2c(C)nc3ccccc3c2=O)ccc1Br	1%	-6%	29	u	-9%	-3%	-11%	0%	4%
COC(=O)c1ccc(/C=C/C(=O)OCC(=O)Nc2cc(C)on2)cc1	-4%	6%	-7	i	2%	1%	18%	2%	13%
CCOC(=O)c1cn(CC2CC2)c2cc(F)c(F)cc2c1=O	0%	9%	-10	i	-9%	-13%	-11%	3%	u
Cc1ccc2oc(-c3ccc(Cl)c(NC(=O)c4cc5ccccc5o4)c3)nc2c1	106%[activator]	4%	x	i	x	x	x	x	4%
O=C(CCn1nc(-c2ccc(Cl)cc2)ccc1=O)N1CCN(c2ccc(F)cc2)CC1	x	-10%	u	i	-11%	-4%	-6%	-6%	-26%
Cc1cc(N2CCN(C(c3ccccc3)c3ccc(Cl)cc3)CC2)n2ncnc2n1 (configuration not stated)	-12%	5%	53	i	0%	-15%	-1%	u	1%
CCc1nnc(NC(=O)c2cc(-c3ccc(C)o3)nc3ccccc23)s1	7%	u	-11	i	-4%	0%	-3%	27%	u
CC(C)CC(=O)Nc1ccccc1-c1nnn(CC(=O)N2CCc3ccccc3C2)n1	11%	4%	-18	u	1%	-2%	6%	12%	-13%
Other records follow:
SMILES	ATXN2 expr inh	KB-3-1 tox	IL-1B inflam inh	S2 tox	HT1080NT lethal	SW480 rereplic	HT1080 IDH1KD tx	MCF10A rereplic	KB-V1 cytotox
COc1ccc2c(c1)c(CC(=O)OCC(N)=O)c(C)n2C(=O)c1ccc(Cl)cc1	x	0%	8	i	0%	-10%	12%	12%	-29%
CN(C)CCNc1oc(COc2ccc(Cl)cc2)nc1C#N	-4%	8%	u	i	-16%	10%[9.22 µM]	0%	u	5%
Cc1csc(NC(=O)c2ccco2)c1C(=O)c1ccccc1	-9%	u	4	i	-4%	u	-1%	9%	2%
CC(C)N1CCN(Cc2ccc(OCc3ccccc3)cc2)CC1CCO (configuration not stated)	x	-6%	-3	i	3%	u	-11%	9%	u
O=c1ccc(Oc2nc(N3CCOCC3)nc(N3CCOCC3)n2)n[nH]1	-22%	7%	-19	i	-1%	u	1%	-2%	6%
CC(/C=N\NC(=O)CN1CCN(Cc2ccccc2)CC1)=C\c1ccco1	-3%	19%	-18	i	11%	-3%	17%	-5%	0%
O=C(OCc1nnc(-c2ccccc2)o1)c1ccc2c(c1)C(=O)N(CCc1ccccc1)C2=O	-19%	1%	4	i	7%	1%	18%	12%	14%
O=C(Oc1ccc([N+](=O)[O-])cc1)c1cccnc1	2%	8%	-4	i	1%	-4%	0%	u	6%
Cc1cccc(NC(=S)N2N=CCC2c2ccccc2)c1 (configuration not stated)	45%[activator]	0%	-16	i	-12%	3%	-1%	7%	-22%

Gathered by group: those above containing two or more sulfur atoms (3)
SMILES	ATXN2 expr inh	KB-3-1 tox	IL-1B inflam inh	S2 tox	HT1080NT lethal	SW480 rereplic	HT1080 IDH1KD tx	MCF10A rereplic	KB-V1 cytotox
COc1ccc(C(=O)Nc2nnc(S(=O)(=O)N3CCN(c4ccc(C)cc4)CC3)s2)cc1	4%	-1%	x	i	x	x	x	x	18%
COC(=O)c1cc2c(s1)CS(=O)C2 (configuration not stated)	-6%	-2%	28	i	-1%	-2%	-2%	-2%	-1%
O=C(CN1C(=O)/C(=C\c2ccco2)SC1=S)Nc1ccc(O)cc1C(=O)O	x	3%	-1	u	1%	-4%	0%	-9%	0%
